Cdc42 wt GTP: human Cdc42 wildtype GTP binding change, either direction; 190,000 compounds, 0.2% hits; percent activity (GTP binding), % at 10 µM; GST-Cdc42 beads, Bodipy-GTP binding, flow cytometry; actives lie on both sides;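 active = percent activity GTP binding at least 20 points away from the 100% baseline, either down as inhibitor or up as activator; inconclusive = compound flagged as likely green fluorescent from well-wide comparison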;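 note: median bead fluorescence of bound Bodipy-FL-GTP at 100 nM; 0% = excess unlabeled GTP control and 100% = no compound control; below 100% means less GTP binding so inhibitor and above means activator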
Target sequence (P60953 whole entry, looked up): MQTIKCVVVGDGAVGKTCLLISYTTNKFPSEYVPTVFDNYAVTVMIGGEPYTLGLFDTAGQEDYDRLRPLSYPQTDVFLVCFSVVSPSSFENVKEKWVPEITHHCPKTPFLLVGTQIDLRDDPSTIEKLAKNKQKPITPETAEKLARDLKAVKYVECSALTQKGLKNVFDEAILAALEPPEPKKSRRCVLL
Pf gamet viab: kills late stage P. falciparum gametocytes. P. falciparum stage V gametocytes, ATP luminescence, 24 h. inhibition, % at 10.9 µM. 150,000 compounds, 0.065% hits;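 active = inhibition above the mean plus 3 SD of compounds within the control limits, set per campaign, cut at about 38% in these data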;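 note: 0% = DMSO wells and 100% = medium only without gametocytes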
HRas wt GTP: human HRas wildtype GTP binding, change in either direction. P01112. GST-Ras wt beads, Bodipy-FL-GTP binding, flow cytometry; actives lie on both sides. GTP binding activity, % at 10 µM. 190,000 compounds, 0.14% hits;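 active = GTP binding activity at least 20% away from the 100% baseline, either lowered as inhibitor or raised as activator; inconclusive = flagged as likely green fluorescent, judged across all proteins in the well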;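 note: 0% = unlabeled GTP competition control and 100% = no-compound control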
Target sequence (P01112 whole entry, looked up): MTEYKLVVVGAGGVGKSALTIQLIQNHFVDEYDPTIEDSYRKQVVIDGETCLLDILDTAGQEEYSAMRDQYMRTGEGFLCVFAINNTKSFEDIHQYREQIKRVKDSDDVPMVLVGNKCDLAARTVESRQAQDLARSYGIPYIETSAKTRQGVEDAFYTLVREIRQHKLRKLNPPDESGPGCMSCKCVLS
Rac1 wt GTP bind: human Rac1 wildtype GTP binding, inhibitors and activators; GST-Rac1 beads, fluorescent GTP binding, flow cytometry; actives lie on both sides; 0 = cold GTP competed, 100 = untreated; GTP binding activity (% of control), % at 10 µM; 190,000 compounds, 0.27% hits;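 active = GTP binding activity at least 20 points away from the 100% control level, either lower or higher; inconclusive = compound flagged as likely green fluorescent, judged across all proteins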
Avidin bead fluor: avidin bead compound fluorescence profile; 220,000 compounds, 0.38% hits; fluorescence (KMESF) at 10 µM; Avidin beads, compound fluorescence 488/530 nm, flow cytometry; active compounds read high; AID 1775; in the data active = fluorescence above about 47; note: inactives centre near 10
GSH fluor: GSH bead compound fluorescence profile. 190,000 compounds, 0.25% hits. fluorescence (KMESF) at 10 µM. GSH beads flow cytometry, compound fluorescence 488/530 nm; active compounds read high. AID 1776; in the data active = fluorescence above about 89;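 note: glutathione beads carrying GST-tagged Bcl family fusion proteins plus one bare bead set; values are compound well signal with DMSO vehicle wells as background; inactives centre near 16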
Mcl1 Bid PPI: disrupts binding of human Mcl-1 to Bid peptide | Q07820 | inhibition, % at 21.7 µM | 220,000 compounds, 0.97% hits | AID 1021 | TR-FRET Mcl-1/Bid-Dy647 peptide binding, 1536-well;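 active = compounds that cut the binding signal by more than half at the single screening dose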;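 note: His-tagged Mcl-1 with europium anti-His antibody binding Bid BH3 peptide; 0% = Mcl-1 plus peptide wells and 100% = peptide-only wells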
Target sequence (Q07820 whole entry, looked up): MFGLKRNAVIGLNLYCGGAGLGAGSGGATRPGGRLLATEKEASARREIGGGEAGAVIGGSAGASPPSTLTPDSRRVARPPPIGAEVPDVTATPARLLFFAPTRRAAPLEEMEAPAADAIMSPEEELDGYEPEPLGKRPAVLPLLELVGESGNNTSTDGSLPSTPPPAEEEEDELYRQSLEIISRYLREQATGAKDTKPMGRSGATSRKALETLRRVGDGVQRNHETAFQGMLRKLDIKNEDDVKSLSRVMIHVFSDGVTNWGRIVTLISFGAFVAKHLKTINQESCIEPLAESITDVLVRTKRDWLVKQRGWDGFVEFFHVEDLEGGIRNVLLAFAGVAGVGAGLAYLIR
Rab2 wt GTP: changes GTP binding to wildtype dog Rab2A, up or down | P61105 | GST-Rab2 wt beads, Bodipy-GTP binding, flow cytometry | GTP binding activity, % at 10 µM | 190,000 compounds, 0.19% hits;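 active = GTP binding activity at least 20 points away from 100%, either lowered or raised; inconclusive = signal likely due to the compound's own green fluorescence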;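 note: 0% = beads with excess unlabeled GTP and 100% = no-compound control corrected for plate trend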
Rac1 act GTP bind: modulators of GTP binding to human Rac1 activated mutant | P63000 | GST-Rac1 activated beads, fluorescent GTP binding, flow cytometry; actives lie on both sides; 100% means binding = to untreated wells | percent activity (GTP binding), % at 10 µM | 190,000 compounds, 0.11% hits;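 active = GTP binding at least 20 percentage points away from the 100% baseline, in either direction, so actives lie on both sides; inconclusive = Compound likely fluorescent itself, or too few beads counted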
Rab7 wt modul: modulators of GTP binding to dog Rab7 wildtype GTPase | GST-Rab7 beads, fluorescent GTP binding, flow cytometry; actives lie on both sides; untreated = 100%, excess cold GTP = 0% | 190,000 compounds, 0.055% hits | GTP binding activity (percent of control), % at 10 µM;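 active = fluorescent GTP binding to Rab7 beads changed by at least 20 points from the 100% baseline, either direction, mostly lower; inconclusive = compound itself probably fluorescent, or too few beads counted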;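 note: median green fluorescence of bound Bodipy-FL-GTP per Rab7 bead population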
Mcl1-Noxa inh: Mcl-1/Noxa interaction inhibition. Q07820. TR-FRET Mcl-1/Noxa peptide binding, 2 h. inhibition, % at 21.7 µM. 220,000 compounds, 1.5% hits. AID 1022;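 active = compounds that cut the protein-peptide binding signal by more than 50% relative to plate controls in a single-dose test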;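 note: His-tagged Mcl-1 with rhodamine Noxa BH3 peptide and terbium anti-His antibody; 0% = Mcl-1 plus Noxa peptide wells and 100% = peptide-only wells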
* = called active by the depositor.

CCOc1cc2[nH]c(=S)n(CCN3CCCCC3CC)c(=O)c2cc1OCC (stereo not given) was read as Cdc42 wt GTP 107.0, Pf gamet viab 6.0, HRas wt GTP 104.0, Rac1 wt GTP bind 109.0, Avidin bead fluor 12, GSH fluor 34, Mcl1 Bid PPI -21.7, Rab2 wt GTP 105.0, Rac1 act GTP bind 99.0, Rab7 wt modul 103.0 and Mcl1-Noxa inh 22.6.
COCCNC(=O)c1ccccc1NC(=O)Nc1ccccc1 was read as Cdc42 wt GTP 93.0, Pf gamet viab -4.6, HRas wt GTP 97.0, Rac1 wt GTP bind 100.0, Avidin bead fluor 5, GSH fluor 18, Mcl1 Bid PPI -19.0, Rab2 wt GTP 98.0, Rac1 act GTP bind 98.0, Rab7 wt modul 98.0 and Mcl1-Noxa inh -9.8.
`CSc1nc(C)c(C(=O)Nc2ccccc2)c(C)c1C#N` gave Cdc42 wt GTP 99.0, HRas wt GTP 99.0, Rac1 wt GTP bind 96.0, Avidin bead fluor 17, GSH fluor 24, Mcl1 Bid PPI -8.7, Rab2 wt GTP 98.0, Rac1 act GTP bind 98.0, Rab7 wt modul 97.0 and Mcl1-Noxa inh 13.3.
For CCC(C)(C(=O)NC1CCCCC1)N(C(=O)c1ccccn1)c1ccc(C)cc1 (stereo not given) the results were Cdc42 wt GTP 102.0, HRas wt GTP 103.0, Rac1 wt GTP bind 104.0, Avidin bead fluor 6, GSH fluor 39, Mcl1 Bid PPI -2.3, Rab2 wt GTP 101.0, Rac1 act GTP bind 102.0, Rab7 wt modul 100.0 and Mcl1-Noxa inh -1.7.
`O=C(c1ccc(CSc2nc3ccncc3[nH]2)cc1)N1CCCCC1` gave Cdc42 wt GTP 97.0, HRas wt GTP 99.0, Rac1 wt GTP bind 102.0, Avidin bead fluor 6, GSH fluor 16, Mcl1 Bid PPI 47.1, Rab2 wt GTP 96.0, Rac1 act GTP bind 98.0, Rab7 wt modul 96.0 and Mcl1-Noxa inh 15.8.
Screening O=C(Nc1ccc(N2CCN(C(=O)c3ccccc3)CC2)c(Cl)c1)c1cccnc1 returned Cdc42 wt GTP 104.0, HRas wt GTP 103.0, Rac1 wt GTP bind 105.0, Avidin bead fluor 19, GSH fluor 51, Mcl1 Bid PPI 4.3, Rab2 wt GTP 106.0, Rac1 act GTP bind 102.0, Rab7 wt modul 103.0 and Mcl1-Noxa inh -5.9.
Screening CC(C)CCNC(=S)Nc1ccc2nc3n(c(=O)c2c1)CCCCC3 returned Cdc42 wt GTP 104.0, Pf gamet viab -3.5, HRas wt GTP 100.0, Rac1 wt GTP bind 105.0, Avidin bead fluor 13, GSH fluor 23, Mcl1 Bid PPI -15.2, Rab2 wt GTP 100.0, Rac1 act GTP bind 99.0, Rab7 wt modul 99.0 and Mcl1-Noxa inh 11.4.
Screening OC(COc1ccc(OCc2ccccc2)cc1)CN1CCOCC1 (stereo not given) returned Cdc42 wt GTP 103.0, HRas wt GTP 101.0, Rac1 wt GTP bind 105.0, Avidin bead fluor 15, GSH fluor 31, Mcl1 Bid PPI -11.3, Rab2 wt GTP 101.0, Rac1 act GTP bind 100.0, Rab7 wt modul 101.0 and Mcl1-Noxa inh -4.4.
`CC(=O)N1CCN(Cc2nc3cc(NC(=O)c4ccc(Cl)cc4)ccc3n2C)CC1` gave Cdc42 wt GTP 101.0, HRas wt GTP 101.0, Rac1 wt GTP bind 105.0, Avidin bead fluor 15, GSH fluor 38, Mcl1 Bid PPI -44.3, Rab2 wt GTP 103.0, Rac1 act GTP bind 100.0, Rab7 wt modul 101.0 and Mcl1-Noxa inh 12.9.
`Cc1nc2nc(SCC(N)=O)[nH]c2cc1Br` gave Cdc42 wt GTP 94.0, Pf gamet viab -15.0, HRas wt GTP 94.0, Rac1 wt GTP bind 92.0, Avidin bead fluor 9, GSH fluor 35, Mcl1 Bid PPI -7.7, Rab2 wt GTP 91.0, Rac1 act GTP bind 94.0, Rab7 wt modul 91.0 and Mcl1-Noxa inh 10.8.
For Nc1c(C(=O)NCc2ccco2)nnn1CC(=O)Nc1ccccc1 the results were Cdc42 wt GTP 101.0, Pf gamet viab -9.8, HRas wt GTP 99.0, Rac1 wt GTP bind 102.0, Avidin bead fluor 32, GSH fluor 25, Mcl1 Bid PPI -10.7, Rab2 wt GTP 103.0, Rac1 act GTP bind 99.0, Rab7 wt modul 93.0 and Mcl1-Noxa inh -9.9.
For O=C(Nc1ccc(N2CCCC2)cc1)c1ccc2ccccc2c1 the results were Cdc42 wt GTP 101.0, Pf gamet viab -26.3, HRas wt GTP 102.0, Rac1 wt GTP bind 103.0, Avidin bead fluor 10, GSH fluor 8, Mcl1 Bid PPI -34.1, Rab2 wt GTP 102.0, Rac1 act GTP bind 103.0, Rab7 wt modul 99.0 and Mcl1-Noxa inh 74.5*.
O=C(NC1CCN(C(=S)NCc2ccco2)CC1)c1ccc(F)cc1 was read as Cdc42 wt GTP inconclusive, HRas wt GTP inconclusive, Rac1 wt GTP bind inconclusive, Avidin bead fluor 8, GSH fluor 9, Mcl1 Bid PPI -13.4, Rab2 wt GTP inconclusive, Rac1 act GTP bind inconclusive, Rab7 wt modul inconclusive and Mcl1-Noxa inh 3.9.
For CCOC(=O)CN1C(=O)C(=O)c2cc(C)ccc21 the results were Cdc42 wt GTP 101.0, HRas wt GTP 100.0, Rac1 wt GTP bind 101.0, Avidin bead fluor 11, GSH fluor 11, Mcl1 Bid PPI -25.9, Rab2 wt GTP 100.0, Rac1 act GTP bind 97.0, Rab7 wt modul 100.0 and Mcl1-Noxa inh 4.3.
For CCOC(=O)C1CCCN(C(=O)COc2ccc(N(C)S(=O)(=O)c3ccc(C)cc3)cc2)C1 (stereo not given) the results were Cdc42 wt GTP 96.0, Pf gamet viab -13.8, HRas wt GTP 97.0, Rac1 wt GTP bind 97.0, Avidin bead fluor 7, GSH fluor 69, Mcl1 Bid PPI -9.6, Rab2 wt GTP 99.0, Rac1 act GTP bind 93.0, Rab7 wt modul 95.0 and Mcl1-Noxa inh 4.0.
`O=C(NC1CCCC1)C(c1ccccc1)N(C(=O)c1ccco1)C1CCCC1` (stereo not given) gave Cdc42 wt GTP 99.0, HRas wt GTP 101.0, Rac1 wt GTP bind 102.0, Avidin bead fluor 24, GSH fluor 12, Mcl1 Bid PPI -17.0, Rab2 wt GTP 100.0, Rac1 act GTP bind 98.0, Rab7 wt modul 100.0 and Mcl1-Noxa inh 3.3.
`O=C(NCc1ccc2c(c1)OCO2)C1CCC(CNS(=O)(=O)c2ccc(Cl)cc2)CC1` (stereo not given) gave Cdc42 wt GTP 104.0, Pf gamet viab 24.3, HRas wt GTP 104.0, Rac1 wt GTP bind 105.0, Avidin bead fluor 4, GSH fluor 19, Mcl1 Bid PPI 6.5, Rab2 wt GTP 102.0, Rac1 act GTP bind 100.0, Rab7 wt modul 104.0 and Mcl1-Noxa inh -7.7.
`c1ccc(N2CCN(Cc3cn4cccnc4n3)CC2)cc1` gave Cdc42 wt GTP 106.0, HRas wt GTP 102.0, Rac1 wt GTP bind 108.0, Avidin bead fluor 18, GSH fluor 17, Mcl1 Bid PPI -26.3, Rab2 wt GTP 103.0, Rac1 act GTP bind 100.0, Rab7 wt modul 102.0 and Mcl1-Noxa inh 13.5.
Screening CCOC(=O)c1ccc(NC(=O)COC(=O)c2cccc(Oc3ccccc3)c2)cc1 returned Cdc42 wt GTP 98.0, Pf gamet viab -23.0, HRas wt GTP 98.0, Rac1 wt GTP bind 100.0, Avidin bead fluor 13, GSH fluor 13, Mcl1 Bid PPI 6.3, Rab2 wt GTP 99.0, Rac1 act GTP bind 97.0, Rab7 wt modul 100.0 and Mcl1-Noxa inh 2.6.
`CC(=O)c1ccc(NC(=S)N2CCN(c3cccc(Cl)c3)CC2)cc1` gave Cdc42 wt GTP 90.0, HRas wt GTP 92.0, Rac1 wt GTP bind 92.0, Avidin bead fluor 8, GSH fluor 14, Mcl1 Bid PPI -24.3, Rab2 wt GTP 97.0, Rac1 act GTP bind 94.0, Rab7 wt modul 95.0 and Mcl1-Noxa inh -19.6.
CCOc1ccc(NS(=O)(=O)c2ccc3c(c2)CCN3C(=O)C2CCC2)cc1 was read as Cdc42 wt GTP 102.0, Pf gamet viab 16.7, HRas wt GTP 101.0, Rac1 wt GTP bind 102.0, Avidin bead fluor 6, GSH fluor 31, Mcl1 Bid PPI -4.8, Rab2 wt GTP 99.0, Rac1 act GTP bind 97.0, Rab7 wt modul 99.0 and Mcl1-Noxa inh 12.8.
For CCOC(=O)c1ccc(NC(=O)CSC(=S)N2CCOCC2)cc1 the results were Cdc42 wt GTP 99.0, Pf gamet viab 9.7, HRas wt GTP 100.0, Rac1 wt GTP bind 102.0, Avidin bead fluor 11, GSH fluor 72, Mcl1 Bid PPI -3.3, Rab2 wt GTP 102.0, Rac1 act GTP bind 92.0, Rab7 wt modul 101.0 and Mcl1-Noxa inh 9.8.
`O=C(O)Cn1c(SCCOc2ccccc2F)nc2ccccc21` gave Cdc42 wt GTP 97.0, Pf gamet viab -12.4, HRas wt GTP 99.0, Rac1 wt GTP bind 98.0, Avidin bead fluor 6, GSH fluor 27, Mcl1 Bid PPI 5.5, Rab2 wt GTP 99.0, Rac1 act GTP bind 97.0, Rab7 wt modul 96.0 and Mcl1-Noxa inh 22.3.
COC(=O)CCC(=O)N1CCc2cc(S(=O)(=O)N3CCN(c4ccccc4Cl)CC3)ccc21 was read as Cdc42 wt GTP 103.0, Pf gamet viab -18.4, HRas wt GTP 97.0, Rac1 wt GTP bind 104.0, Avidin bead fluor 23, GSH fluor 23, Mcl1 Bid PPI -9.2, Rab2 wt GTP 98.0, Rac1 act GTP bind 98.0, Rab7 wt modul 97.0 and Mcl1-Noxa inh 4.4.
For N#Cc1sc2nc(-c3cccs3)cc(-c3ccc(F)cc3)c2c1N the results were Cdc42 wt GTP 96.0, HRas wt GTP 98.0, Rac1 wt GTP bind 100.0, Avidin bead fluor 3, GSH fluor 9, Mcl1 Bid PPI -11.1, Rab2 wt GTP 96.0, Rac1 act GTP bind 98.0, Rab7 wt modul 101.0 and Mcl1-Noxa inh 10.2.
Screening CCn1c(SCC(=O)c2ccc(Br)cc2)nnc1C(C)NC(=O)Cc1ccc(OC)cc1 (stereo not given) returned Cdc42 wt GTP 103.0, HRas wt GTP 103.0, Rac1 wt GTP bind 105.0, Avidin bead fluor 12, GSH fluor 32, Mcl1 Bid PPI -15.4, Rab2 wt GTP 103.0, Rac1 act GTP bind 103.0, Rab7 wt modul 105.0 and Mcl1-Noxa inh -2.4.
